Screens (PubChem BioAssay)
E coli growth: bacterial growth inhibition, counter-screen for AddAB inhibitors. AID 449728. hit rate 0.27% among 330,000. E. coli V3065 growth, OD600 absorbance, 18 h. inhibition, % at 11.9 µM;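 active means inhibition above the campaign's mean inhibition across all tested compounds plus 3 SD, cut at about 9.9% in these data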;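 further: uninfected addAB+ strain grown without phage in ampicillin broth; 0% = DMSO wells and 100% = ciprofloxacin 0.95 µg/ml wells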
phage Ecoli inh: E. coli growth loss with phage present. growth absorbance. inhibition, % at 11.9 µM. hit rate 0.26% among 360,000; in the data active means inhibition above about 11%
DAGLB inhibitor: blocks human DAGLB lipase activity | AID 504411 | Q8NCG7 | hit rate 0.059% among 340,000 | inhibition, % at 5.17 µM | HEK293T DAGLB membrane lysate, EnzChek fluorogenic substrate; in the data active means inhibition above about 34%;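 further: 0% = enzyme with vehicle and 100% = wells lacking enzyme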
Target sequence (Q8NCG7 whole entry, looked up): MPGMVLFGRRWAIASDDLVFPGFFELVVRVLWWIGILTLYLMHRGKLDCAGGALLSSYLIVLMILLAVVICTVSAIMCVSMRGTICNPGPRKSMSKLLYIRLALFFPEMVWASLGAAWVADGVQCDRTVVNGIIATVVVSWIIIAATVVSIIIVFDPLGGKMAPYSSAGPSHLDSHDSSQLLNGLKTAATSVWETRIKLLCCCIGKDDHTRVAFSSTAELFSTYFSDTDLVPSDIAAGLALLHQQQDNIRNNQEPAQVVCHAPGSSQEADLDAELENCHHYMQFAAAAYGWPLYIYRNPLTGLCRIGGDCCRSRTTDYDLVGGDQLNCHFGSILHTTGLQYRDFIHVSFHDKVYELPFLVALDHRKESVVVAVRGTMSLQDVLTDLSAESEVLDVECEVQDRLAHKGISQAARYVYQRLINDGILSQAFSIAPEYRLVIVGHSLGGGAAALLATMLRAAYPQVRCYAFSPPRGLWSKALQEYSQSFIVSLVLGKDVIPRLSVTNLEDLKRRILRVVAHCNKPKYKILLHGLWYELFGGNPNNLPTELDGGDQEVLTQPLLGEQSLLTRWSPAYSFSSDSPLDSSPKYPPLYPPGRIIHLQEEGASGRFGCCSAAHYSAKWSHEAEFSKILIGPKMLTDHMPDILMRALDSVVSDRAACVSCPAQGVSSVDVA
PKA-R1A act: PKA-R1A complex activation; P00514+P68181; PKA-R1A dissociation, Cy5-IP20 fluorescence polarization; scaled: DMSO 0%, 113 µM cGMP 100%; activation, % at 11.4 µM; hit rate 0.083% among 340,000; AID 504707;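 active means percent activation above the mean of all tested compounds plus 3 SD, cut at about 19% in these data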;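 further: higher means more PKAc released from R1A so a rise in polarization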
AddAB inh: less growth of phage-infected E. coli with AddAB; E. coli expressing H. pylori AddAB, absorbance growth; inhibition, % at 11.9 µM; hit rate 0.29% among 330,000; in the data active means inhibition above about 12%;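 further: 0% = vehicle wells of infected cells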
HTR5A inv ag: inverse agonist of human HTR5A in OPRM1-OPRD1 counter-screen; P47898; hit rate 0.083% among 340,000; inhibition, % at 9.3 µM; AID 504634; HTR5A cell line, luminescence, inverse agonism; in the data active means inhibition mostly above about 23%, no sharp cut-off; inactive means mostly below about 18%;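 further: 0% = cells with DMSO and 100% = no-cell wells with DMSO; some compounds called inactive have numbers as strong as hits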
Target sequence (P47898 whole entry, looked up): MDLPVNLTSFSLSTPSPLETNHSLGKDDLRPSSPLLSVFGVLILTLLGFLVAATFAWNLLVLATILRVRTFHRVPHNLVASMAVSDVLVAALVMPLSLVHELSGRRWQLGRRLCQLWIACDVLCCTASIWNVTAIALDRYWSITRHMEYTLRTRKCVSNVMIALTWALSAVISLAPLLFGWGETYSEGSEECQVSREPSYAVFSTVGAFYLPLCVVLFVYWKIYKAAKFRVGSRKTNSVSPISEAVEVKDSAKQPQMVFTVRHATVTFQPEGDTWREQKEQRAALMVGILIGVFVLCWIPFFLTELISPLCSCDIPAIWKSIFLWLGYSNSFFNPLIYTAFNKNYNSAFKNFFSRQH
CDK5 p35 inh: CDK5/p35 (human) kinase inhibition; Q00535+Q15078; Recombinant CDK5/p35, ADP-Glo luminescence, 60 min; inhibition, % at 10 µM; hit rate 0.01% among 330,000;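 active means highest replicate inhibition of at least 50% and at least 75% of replicates reaching 50%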;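 further: plate controls were DMSO neutral control for no effect and GW8510 at 10 µM for full effect; many of its hits are not listed in these tables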
PKA-R2B activ: PKA-R2B complex activation. activation, % at 11.4 µM. hit rate 0.079% among 340,000. AID 504700. PKA-R2B holoenzyme dissociation, Cy5-IP20 fluorescence polarization; R2B truncated from residue 108, S112A mutant; 0% DMSO only, 100% 113 µM cGMP. P22694+P31323;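 active means activation above a cutoff set at the mean over all compounds plus 3 SD, cut at about 18% in these data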;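 further: higher means more holoenzyme dissociation and a rise in polarization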
Mot1-301 SUMO: blocks SUMOylation pathway, rescuing yeast Mot1-301 growth. S. cerevisiae Mot1-301 growth rescue, ATP luminescence, 38.5C; percent above DMSO median, 100 means doubled. AID 2716. growth rescue, % at 18.8 µM. hit rate 1% among 320,000;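 active means every valid replicate shows activation above 250% relative to neutral control wells; inactive means the rest, any valid replicate at or below 250%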;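 further: OY570 slx delta 5 strain wells were the positive control but not used for scaling; some compounds called inactive have numbers as strong as hits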
Tat transport: E. coli Tat transport inhibition; hit rate 0.036% among 340,000; E. coli MC4100 TorA-mCherry Tat export, fluorescence; inhibition, % at 10 µM;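 active means mean replicate inhibition at least 50% and at least half of replicates individually reaching 50%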;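 further: exported cargo escapes ClpAP degradation while cytoplasmic cargo is degraded and loses fluorescence; 0% = median of neutral control wells and 100% = median of NaSCN control wells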
HTR5A ag: activates human HTR5A in OPRM1-OPRD1 agonist counter-screen | HTR5A agonist assay, luminescence, cell-based | activation, % at 9.3 µM | hit rate 0.61% among 340,000; in the data active means activation mostly above about 9.5%, no sharp cut-off; inactive means mostly below about 7.6%;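 further: 0% = cells with vehicle only and 100% = reference agonist; strong numbers were not always called active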
An asterisk follows results filed as active; nt = not tested or not shown.

SMILES	E coli growth	phage Ecoli inh	DAGLB inhibitor	PKA-R1A act	AddAB inh	HTR5A inv ag	CDK5 p35 inh	PKA-R2B activ	Mot1-301 SUMO	Tat transport	HTR5A ag
CC(C(=O)Nc1ccc(F)cc1Cl)N1CCN(S(=O)(=O)c2cccs2)CC1 (stereo not drawn)	1.1	2.4	-3.7	2.2	-0.1	16.4	-0.2	-7.2	nt	-8.7	-6.6
Fc1ccc(-c2noc(C3CCN(Cc4cccnc4)CC3)n2)cc1	0.1	0.8	0.3	-12.5	-1.1	13.4	-1.7	-4.0	847.5*	-4.9	6.9
O=C(CS(=O)c1cccc(C(F)(F)F)c1)Nc1ccccc1Cl (stereo not drawn)	-1.6	-0.3	0.1	1.2	-0.8	13.7	0.7	4.3	nt	-6.3	-5.3
O=C(Nc1ccc(Cl)cc1)c1ccc(-n2cncn2)c([N+](=O)[O-])c1	0.8	1.4	0.8	-0.8	3.9	6.1	0.1	1.3	-2.5	5.1	-2.4
O=C1C[C@@H]2CCN3C(=O)CCC[C@@H]([C@H]23)[C@H]1Cc1ccccc1	0.4	3.1	-0.9	2.6	-0.6	-0.9	0.4	5.5	nt	-6.7	0.4
O=c1c2ccccc2nc2c3ccccc3c(NCc3cccnc3)nn12	-0.2	4.1	0.6	9.9	0.5	-8.9	-0.8	1.6	1.8	-6.7	3.1
Cc1nc2ccccc2cc1C(=O)N/N=C/c1ccco1	0.3	3.4	-1.0	-5.5	0.3	0.1	-0.4	-7.5	51.6	0.0	3.4
COc1ccc2[nH]c(C)c(CCNC(=S)Nc3ccc(F)cc3)c2c1	-0.7	4.6	1.0	-11.7	-1.2	6.9	-3.9	1.8	4.8	-7.4	-2.9
Cc1ccc(-n2c(SCC(=O)Nc3ccc(Cl)cc3)nc(O)cc2=O)cc1	-3.1	1.3	6.4	-3.4	2.0	13.0	nt	2.9	0.8	-6.5	4.4
O=C(N/N=C\c1cccc(Cl)c1)c1ccc(Cn2cccn2)o1	0.8	3.9	0.1	-6.9	1.2	-34.9	-0.2	-3.8	-12.9	1.4	4.8
CC(Nn1cnnc1)c1cc(Cl)ccc1O (stereo not drawn)	-0.6	4.3	-1.5	-0.5	0.3	-2.8	-0.3	2.5	-15.8	-4.0	1.1
COC(=O)c1ccc2c(c1C(=O)OC)CN(S(=O)(=O)C(C)(C)C)[C@@H]2CCO	nt	1.9	-2.4	-10.9	nt	9.5	2.3	2.3	nt	1.6	-2.8
O=C(NCc1cccc(F)c1)C1CCC(=O)N(CCCN2CCOCC2)C1 (stereo not drawn)	-0.8	3.7	-2.3	-4.8	1.3	-0.1	-2.2	-2.7	-1.5	34.1	5.5
Cc1nc(SCCC(=O)O)c2cc(-c3ccccc3)sc2n1	-1.1	1.0	-0.1	9.8	0.2	-8.6	2.3	-5.0	-15.5	3.0	3.2
CN1CCN(CCOCCOc2ccc(Br)cc2Cl)CC1	0.1	-3.2	-2.4	-8.7	0.3	-6.0	-4.1	2.1	-10.0	-6.6	1.6
O=C(Nc1cccc(-c2nc3cccnc3s2)c1)c1cccnc1Cl	2.5	1.4	-1.4	-16.1	1.4	-11.3	-1.0	-4.2	88.9	4.8	3.2
CCN1CCN(CCCNC(=O)C2CCCN(c3nnc(-n4cccc4)s3)C2)CC1 (stereo not drawn)	-1.0	0.1	-2.9	-6.7	0.7	12.9	0.3	-4.3	32.5	-8.6	-4.6
CCc1ccc(NC(=O)c2ccc3c(c2)C(=O)N(CCOC)C3Nc2ccc(CC)cc2)cc1 (stereo not drawn)	-1.1	3.5	0.5	-1.8	1.0	-13.6	-0.7	-13.5	15.8	12.6	4.5
COCCNc1cc(NCCOC)c([N+](=O)[O-])cc1[N+](=O)[O-]	-0.3	-0.7	-0.8	-5.8	0.9	0.5	-1.4	-10.2	-2.5	-2.4	-0.2
N/C(=N\c1nc(CSc2nc3ccccc3s2)cc(=O)[nH]1)Nc1ccc(F)cc1	-2.8	2.0	5.7	6.8	2.0	-12.0	2.4	-7.8	3.6	-0.9	6.5
CCOc1ccc(N(C)S(=O)(=O)c2ccc(C)c(C(=O)NCCc3ccc(OC)cc3)c2)cc1	nt	0.5	-1.5	-11.0	nt	5.8	1.5	-11.4	nt	-5.3	0.7
Cc1c(C(=O)Nc2nccs2)oc2ccc(F)cc12	1.4	1.8	0.0	-3.2	2.2	-6.1	1.3	1.0	0.8	-11.2	2.4
Cc1ccccc1NC(=O)N1CCCC1C(=O)NCc1ccccc1 (stereo not drawn)	-0.7	3.8	-1.5	-5.3	4.0	-12.7	0.4	6.6	17.0	0.4	3.4
CN(C)S(=O)(=O)c1ccc(NC(=S)NC(=O)c2cccs2)cc1	-1.3	2.8	nt	nt	1.7	nt	-0.3	nt	-6.2	10.1	nt
CC(C)CN1C(=O)C(=O)N(CC(=O)c2ccc3c(c2)CCCC3)C1=O	-3.2	-0.2	-2.9	-9.8	-1.1	7.1	-1.1	-0.9	84.9	2.3	-2.8
CCOc1ccc(N(Cc2cc3ccc(C)cc3[nH]c2=O)S(C)(=O)=O)cc1	-1.1	0.7	5.8	14.4	1.5	8.8	-0.1	-3.1	-9.6	-15.9	6.0
Cc1ccccc1NC(=O)CSc1cn[nH]n1	-3.5	2.2	-3.4	11.8	-0.6	-7.7	1.4	4.9	2.6	3.0	-2.0
CN(CCNC(=O)Cn1c(=O)sc2ccccc21)Cc1ccccc1	-1.5	2.9	-6.3	1.6	1.9	11.4	0.6	6.9	6.0	-4.9	-4.3
OC[C@@H]1[C@@H](c2ccc(F)cc2)C(c2cccc(Cl)c2)=NN1c1ccccc1	2.3	3.0	-3.6	-6.1	1.7	-6.2	-3.0	-12.2	nt	1.6	1.8
CCCn1nnc2sc3c(c2c1=O)CCC(C)C3 (stereo not drawn)	0.7	0.7	-6.0	14.7	-2.2	1.4	-0.2	-3.0	18.5	0.3	1.0

Part of the list above, reduced to phage Ecoli inh, Tat transport and CDK5 p35 inh:
SMILES | phage Ecoli inh | Tat transport | CDK5 p35 inh
OC[C@@H]1[C@@H](c2ccc(F)cc2)C(c2cccc(Cl)c2)=NN1c1ccccc1 | 3.0 | 1.6 | -3.0
CCCn1nnc2sc3c(c2c1=O)CCC(C)C3 (stereo not drawn) | 0.7 | 0.3 | -0.2

(next part)
SMILES	E coli growth	phage Ecoli inh	DAGLB inhibitor	PKA-R1A act	AddAB inh	HTR5A inv ag	CDK5 p35 inh	PKA-R2B activ	Mot1-301 SUMO	Tat transport	HTR5A ag
CC(C)Cc1ccc(CN2CCCC(NC(=O)CCN3CCOCC3)C2)cc1 (stereo not drawn)	nt	0.6	2.4	0.2	nt	7.7	1.1	-7.8	-9.2	3.2	3.1
CCOC(=O)C1CCCN(C(=O)C2CCN(S(=O)(=O)N3CCC4(CC3)OCCO4)CC2)C1 (stereo not drawn)	-0.6	4.2	0.9	-9.9	1.1	0.6	2.3	8.4	-11.2	-4.9	2.1
O=C(CNCc1ccco1)Nc1ccccc1-n1cccc1	-3.4	2.6	-0.8	5.9	-3.0	-17.5	4.4	1.6	16.5	-3.2	0.4
CC(C)(C)OC(=O)C[C@H]1C/C=C\C[C@H](CC(=O)N[C@H](CO)Cc2ccccc2)C(=O)N2CCC[C@@H]2COC1=O	-1.1	3.8	-1.6	-0.7	-0.1	0.1	-0.3	6.8	-11.7	-4.9	2.9
Cc1cc(C)n(-c2nc3ccccc3c3nc(C)nn23)n1	-2.3	-2.8	-0.5	-4.7	-2.9	-6.4	-0.6	-6.9	-14.8	-8.5	2.2
O=C(NNC(=O)c1ccc(-n2cncn2)c([N+](=O)[O-])c1)c1ccccc1	0.2	0.8	1.7	-6.7	0.2	-5.0	-0.2	-5.5	126.0	2.4	2.0
O=C(c1cccnc1)N1c2ccccc2Sc2ccccc21	1.0	4.7	nt	nt	-0.3	nt	-1.5	nt	6.9	6.7	nt
Cc1ccsc1/C=N/NC(=O)c1ccncc1	-0.2	3.0	0.7	0.4	7.1	14.8	1.6	-10.4	-38.9	-8.9	-2.8
COC(=O)NNC(=O)c1ccccc1OC	0.3	-4.8	1.4	-1.8	3.2	-13.9	-2.0	-0.9	-13.3	-1.3	9.7
CN(C)c1ccc2c(c1)OC(N)=C(C#N)C2c1cccc(F)c1 (stereo not drawn)	-0.7	nt	-27.4	-5.0	-0.4	-12.1	-0.3	4.7	-14.5	5.3	5.3
Cc1ccc2c(c1)[C@H]1[C@H](CO2)[C@H](c2ccccc2)[C@]2(C)C(=O)Nc3ccccc3C(=O)N12	3.6	3.7	-1.8	-3.1	2.9	-2.6	-1.4	-15.2	341.1*	1.2	1.0
COc1ccc(C(=O)SC2=NCCS2)cc1	-2.2	3.7	0.1	5.5	1.6	-13.3	-0.7	-2.5	6.8	-7.1	11.5*
Cc1ccc(N2C(=O)N3[C@H](c4ccc(Cl)cc4)[C@@H]4C(=O)N(C5CCCCC5)C(=O)[C@@H]4[C@]3(Cc3ccccc3)C2=O)cc1	1.5	3.4	-15.9	-2.6	1.9	-3.6	-0.9	6.3	-9.5	-3.7	1.2
O=C(Cc1cccc2ccccc12)N1CCCc2ccccc21	0.6	-2.1	-11.0	-2.0	2.4	4.9	-2.3	-6.5	-2.1	2.7	-2.5
COC(=O)c1ccc(NC(=O)C(=O)N2CCCC2)cc1	-4.0	3.7	-6.0	-3.9	0.3	-20.1	-0.8	5.6	-15.3	-2.1	-1.8
CC(=O)c1cccc(NC(=O)CN(C)Cc2ccc(OC(F)F)cc2)c1	0.0	0.9	-1.8	0.1	0.3	12.1	0.3	-10.8	0.6	-0.1	1.0
COc1ccc(N2CCN(Cc3nc(N)nc(Nc4ccc(C)c(Cl)c4)n3)CC2)cc1	-5.4	-0.3	-0.2	-1.2	-2.6	-14.6	-1.7	6.1	-12.0	8.2	5.7
Cc1ccccc1C(=O)Nc1ccnn1C1CCN(Cc2ccccn2)CC1	-0.4	-0.4	-1.8	-15.7	-0.4	12.2	0.3	-7.1	2.4	-2.0	5.3
Cc1ccc(C(=O)N/C(=C\c2sccc2C)C(=O)NCc2ccncc2)cc1	0.2	2.2	-2.8	-1.8	-0.3	-10.3	nt	-8.6	120.0	-7.4	-2.4
COc1ccc(S(=O)(=O)N2CCN(C)CC2)c2ccccc12	-2.1	1.8	-1.1	-3.6	1.3	1.2	-5.4	-9.1	-15.0	11.8	-0.4
CC(=O)Nc1ccc(S(=O)(=O)N2CCN=C2SCc2cccnc2)cc1	1.1	2.6	-0.9	8.1	3.4	4.8	-2.4	-1.9	-2.0	1.3	-1.8
Cc1ccccc1NC(=O)c1c(C)[nH]c(=S)c(C#N)c1-c1ccco1	0.7	3.9	7.4	-4.4	1.3	-10.2	-1.9	-7.3	0.2	-6.2	2.9
O=C(CN1CCCCC1)NNC(=O)c1cccc(Br)c1	-2.3	-1.8	0.2	1.9	2.5	1.2	1.0	-7.7	-14.4	-0.9	-0.4
CCC(=O)OCCNc1nc(-c2ccccc2)nc2ccccc12	0.4	2.9	-5.2	-6.6	-2.1	-35.2	-0.9	-8.2	13.9	-1.7	3.5
